Screening results deposited in PubChem by Sanford-Burnham Center for Chemical Genomics.
Jurkat NFkB inh = inhibitors of the PMA/ionomycin-induced NF-kB reporter in Jurkat cells; PMA/ionomycin-induced NF-kB luciferase reporter, luminescence; inhibition, % at 4 µM; 330,000 tested, 0.53% active; AID 435003; in the data active = inhibition above about 50%
697 NFkB inh = inhibitors of the PMA/ionomycin-induced NF-kB reporter in 697 B cells. 697 B-cell NF-kB luciferase reporter, 16 h. inhibition, % at 4 µM. 330,000 tested, 0.33% active. AID 435022; in the data active = inhibition above about 35%
CHOP UPR activ = apoptotic UPR (CHOP) activation; activation, % at 10 µM; AID 449763; 330,000 tested, 0.34% active; CHO-CHOP luciferase reporter, luminescence; percent of tunicamycin response over DMSO baseline;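 active = at 10 µM dose, activation of 40% or more, normalized to positive control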;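 note: 100% = tunicamycin at 10 µg/mL and 0% = DMSO alone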
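Dosing – one dose, 10 µM in 0.5% DMSO · System – CHO-CHOP cells, stable luciferase reporter of PERK-eIF2a-CHOP signalling · Input – 500 cells/well · Control set – tunicamycin 10 µg/mL final as positive, DMSO-only wells as negative · Timing – 6 h compound treatment, 37 °C · Measure – % activation vs tunicamycin · Technique – luminescence read with Steady-Glo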
XBP1 UPR activ = adaptive UPR (XBP1) activation; CHO-XBP1 luciferase reporter, IRE1-XBP1 UPR activation, luminescence; percent of tunicamycin response, DMSO as zero; activation, % at 20 µM; 330,000 tested, 0.33% active; AID 463104;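 active = versus positive control, 20 µM dose yields 30% or more activation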;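 note: 100% = tunicamycin at 10 µg/mL and 0% = DMSO only wells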
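Material – CHO cell line with stable XBP1 luciferase reporter · Buffer or medium – F12 plus 10% FBS · Compound – single point, 20 µM final compound, 1% DMSO · Schedule – 16-18 h cell attachment at 37 °C, then 6 h compound exposure · Signal – Steady-Glo luminescence read · Benchmarks – high control tunicamycin 10 µg/mL final, low control DMSO vehicle only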
Mdm2-MdmX inh = disrupts the human Mdm2-MdmX interaction | O15151+Q00987 | SaOS-2 split-luciferase Mdm2/MdmX complementation, luminescence | inhibition, % at 8 µM | 330,000 tested, 3% active | AID 485346;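 active = inhibition of at least 50% at 8 µM in the primary screen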
Target sequence (O15151 whole entry, looked up): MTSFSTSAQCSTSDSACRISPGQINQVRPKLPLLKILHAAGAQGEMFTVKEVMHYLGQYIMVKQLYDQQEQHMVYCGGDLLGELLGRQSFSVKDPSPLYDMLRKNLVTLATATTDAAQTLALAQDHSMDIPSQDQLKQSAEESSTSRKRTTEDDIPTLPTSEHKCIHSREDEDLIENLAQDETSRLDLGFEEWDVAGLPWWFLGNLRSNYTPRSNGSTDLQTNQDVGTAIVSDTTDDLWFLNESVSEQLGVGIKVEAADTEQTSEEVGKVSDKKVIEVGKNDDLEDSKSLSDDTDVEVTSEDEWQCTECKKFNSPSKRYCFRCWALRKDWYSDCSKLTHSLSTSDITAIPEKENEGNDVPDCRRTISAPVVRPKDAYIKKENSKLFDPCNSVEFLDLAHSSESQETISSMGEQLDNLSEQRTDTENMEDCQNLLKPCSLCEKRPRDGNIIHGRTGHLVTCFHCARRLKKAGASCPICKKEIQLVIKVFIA
Target sequence (Q00987 whole entry, looked up): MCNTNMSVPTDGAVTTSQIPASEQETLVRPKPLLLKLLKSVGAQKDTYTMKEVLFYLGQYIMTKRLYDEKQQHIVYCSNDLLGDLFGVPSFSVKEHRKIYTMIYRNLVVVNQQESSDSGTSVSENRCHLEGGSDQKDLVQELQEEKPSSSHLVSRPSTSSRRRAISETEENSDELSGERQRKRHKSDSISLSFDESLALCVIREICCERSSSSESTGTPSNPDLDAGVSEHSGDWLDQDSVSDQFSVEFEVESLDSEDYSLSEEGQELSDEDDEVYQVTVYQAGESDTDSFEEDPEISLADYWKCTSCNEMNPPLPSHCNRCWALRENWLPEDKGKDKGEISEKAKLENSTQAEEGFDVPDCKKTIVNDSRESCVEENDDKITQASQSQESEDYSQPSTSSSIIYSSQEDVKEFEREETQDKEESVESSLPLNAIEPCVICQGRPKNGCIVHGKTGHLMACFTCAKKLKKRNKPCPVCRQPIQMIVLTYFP
tim23-1 inh = growth inhibitors of tim23-1 mutant yeast; S. cerevisiae tim23-1 growth, BacTiter-Glo luminescence, 24 h; inhibition, % at 20 µM; 330,000 tested, 1.3% active;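 active = growth inhibition of the mutant yeast at or above 50%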;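 note: temperature-sensitive mutant grown at 25 °C; plate controls were DMSO-treated mutant yeast for no effect and medium wells lacking yeast for full effect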
APJ agonist = activates the human apelin receptor APJ | activation, % at 20 µM | 330,000 tested, 0.11% active | P35414 | CHO-K1 APJ PathHunter beta-arrestin, luminescence; 0% DMSO wells, 100% apelin;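 active = activation more than six SD over the plate average, tested at 20 µM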;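 note: 0% = DMSO alone and 100% = apelin-13 at 10 nM; some results filed as inactive read as strong as hits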
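Material: CHO-K1 APJ beta-arrestin complementation cell line; Input: cell density 1000 per well; Incubation: compound stimulation 90 min at 25 °C, detection 60 min; Signal: luminescence from split beta-galactosidase complementation, Galacton Star/Emerald II substrate; Controls: DMSO-only wells as negative, 10 nM Apelin-13 as positive control.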
APJ antagonist = blocks the human apelin receptor APJ; P35414; CHO-K1 APJ beta-arrestin complementation, luminescence; inhibition, % at 20 µM; 330,000 tested, 0.32% active; AID 2521;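 active = inhibition above about 40% at 20 µM, limit read from the data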;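 note: cells challenged with 10 nM apelin-13 agonist together with compound; plate controls were apelin-13 plus DMSO wells for no effect and DMSO wells lacking apelin-13 for full effect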
The depositor's hits bear a star.

SMILES	Jurkat NFkB inh	697 NFkB inh	CHOP UPR activ	XBP1 UPR activ	Mdm2-MdmX inh	tim23-1 inh	APJ agonist	APJ antagonist
Cc1ccc(N=c2sc(C)c(C)n2C)cc1	-64	-36	5.2	2	-49	10	0	-7
CCOC(=O)c1sc(N2N=C(C)/C(=C\c3ccc(OCC(=O)OC)cc3)C2=O)nc1C	-4	5	26	0	11	10	-1	-16
Cc1nc(C(F)(F)F)c(C(=O)N/N=C(\N)c2ccccn2)s1	23	3	-2.0	-2	35	-6	1	-15
CO/N=C/NC(=O)NOCc1c(Cl)cccc1Cl	-24	-20	-0.2	3	-15	4	-2	-5
CC(=O)c1ccc(NC(=O)c2ccc(-n3cnnn3)cc2)cc1	-20	-6	-0.3	2	8	-17	0	-52
c1ccn(-c2ccc(N3CCOCC3)cc2)c1	-9	-14	4.3	3	7	-2	-1	3
CCCn1nnnc1NCc1c(Cl)cccc1Cl	13	-2	-1.1	3	6	12	-1	21
O=C(O)C1CCC(=O)N(C2CC2)C1c1ccccc1 (centres undefined)	-8	5	-1.7	-2	5	-10	-3	2
Cc1ccc(S(=O)(=O)N2CCN(C(=O)COC(=O)CNC(=O)c3ccccc3)CC2)c(C)c1	6	2	1.4	0	7	11	4	15
Cc1c(C(=O)NCCCN2CCOCC2)oc2ccc(S(=O)(=O)N3CCOCC3)cc12	-12	2	2.4	0	1	-1	0	5
CN(C)S(=O)(=O)c1ccc(S(=O)(=O)N2CCN(CCC#N)CC2)cc1	4	31	-0.2	0	8	9	-2	23
Nc1ccc2ncccc2c1	9	25	1.4	3	23	8	5	-59
O=C(CN1CCOCC1)Nc1c(-c2ccccc2)c2cc(Br)ccc2[nH]c1=O	-10	21	1.0	-1	-3	18	-2	11
O=C(Cn1c(=O)oc2cc(S(=O)(=O)N3CCCCC3)ccc21)N1CCCCC1	-4	9	0.3	-1	25	-8	2	-24
N#Cc1ccc(OCC(=O)N2CCc3ccccc32)cc1	-1	-11	4.1	3	-33	19	-1	-4
C[C@@H]1CC[C@]2(C(=O)O[C@@H]3O[C@H](CO)[C@@H](O)[C@H](O)[C@H]3O)CC[C@]3(C)C(=CCC4[C@@]5(C)CC[C@H](O[C@@H]6OC[C@H](O)[C@H](O[C@@H]7O[C@H](CO)[C@@H](O)[C@H](O)[C@H]7O)[C@H]6O)C(C)(C)C5CC[C@]43C)C2[C@]1(C)O (some centres undefined)	-6	1	1.4	0	-23	-2	-3	2
O=C(NCC1CCCCC1)c1ccc(Cl)nc1	8	2	0.9	-1	1	8	-2	17
CCN(CC(=O)Nc1ccc(N2CCOCC2)cc1)CC(=O)NC(C)(C)C	5	-8	0.5	0	17	-11	-4	0
CC1CCCC(NC(=O)c2ccc3c(c2)N(Cc2ccccc2)C(=O)CS3=O)C1C (centres undefined)	14	1	2.3	-3	10	4	-5	6
O=C(Nc1ccccc1C(=O)Nc1ccccn1)c1ccccc1F	13	9	0.3	-2	30	28	-2	9
CC1(/[N+]([O-])=C/c2ccccc2F)CCCCC1=O (centres undefined)	-5	4	-0.8	-5	-2	2	1	-9
COc1ccc(CCNC(=O)COC(=O)c2cncc(Br)c2)cc1OC	2	6	1.7	2	-25	9	-1	-6
O=C(Nc1cccc2nsnc12)c1ccc(-c2cccc(Cl)c2)o1	-49	-69	3.4	0	18	21	-2	-9
CCN1CCN(S(=O)(=O)c2ccc(S(=O)(=O)NCC3CCCO3)cc2)CC1 (centres undefined)	1	10	-1.9	-2	-29	-16	-3	0
CCN1CCN(CC(=O)Nc2ccc3c(c2)OCO3)C(=O)C1=O	18	-16	-0.1	-2	-26	11	-1	-5
CCC(C(=O)NC1CCCC1)N(C(=O)Cn1nnc(-c2ccc(C)o2)n1)c1ccc(OC)cc1 (centres undefined)	10	-7	-0.9	-7	-4	5	-5	13
O=C(N/N=C/C(Cl)=C\c1ccccc1)c1cccs1	-167	-217	4.8	6	-140	64*	4	-25
O=C(Nc1ccc(CN2CCOCC2)cc1)c1ccc(-c2ccc(Br)cc2)o1	10	-24	-1.6	-4	29	27	7	-3
O=C(NN=C(c1ccccc1)c1ccccc1)C(CCl)C1CCCCC1 (centres undefined)	-10	5	1.1	0	22	-19	0	7
O=S(=O)(NCCCCCNS(=O)(=O)c1c(F)cccc1F)c1ccc2c(c1)OCCO2	7	12	0.8	2	16	12	-5	5
COc1cccc2cc(C(C)N(CCCN3CCOCC3)C(=O)Nc3ccccc3)oc12 (centres undefined)	3	14	-2.9	3	15	0	-7	26
CCCCCCn1nc(C(=O)OCC(=O)c2c(N)n(C)c(=O)n(C)c2=O)c2ccccc2c1=O	7	-6	1.7	2	11	1	-3	16
COc1ccc2nc(N3C(=O)C(O)=C(C(=O)c4ccco4)C3c3ccc(C)o3)sc2c1 (centres undefined)	-20	-74	2.7	0	31	21	0	12
CCOc1ccccc1OCC(=O)NNC(=O)Cn1cnc2c1c(=O)n(C)c(=O)n2C	-8	-1	0.7	-3	-17	6	-1	4
Cc1ccc(NS(=O)(=O)c2cccc(C(=O)O)c2)cc1S(=O)(=O)N1CCCCC1	6	9	-0.4	-2	0	9	3	13
CCOC(=O)c1oc2cc(C)cc(O)c2c(=O)c1-c1csc(C)n1	-12	7	-3.6	3	13	-4	-3	7
O=Cc1ccc(-c2cc(Cl)ccc2Cl)[nH]1	-16	-24	-0.8	-3	-26	0	2	-2
COC(=O)C(C)Oc1cc(OC(C)C(=O)OC)c2c(C)c(Cl)c(=O)oc2c1 (centres undefined)	-4	19	0.5	-1	20	8	-1	7
O=C(COC(=O)c1cnc(Cl)c(Cl)c1)NCc1ccc2c(c1)OCO2	4	-8	2.2	-2	-3	-5	-1	20
CN(C)/C=C/C(=O)c1ccc(Br)s1	-15	12	3.6	-3	-10	28	-1	-30
COc1ccc(S(=O)(=O)N(C)C2CCN(C)CC2)cc1	8	1	2.2	-1	5	-63	0	17
CCOC(=O)c1cnc2c(C)c(C)ccc2c1NCCN1CCOCC1	9	-37	-0.7	-5	19	7	-4	11
CCOc1ccc(NC(=O)c2ccc3c(=O)n4c(nc3c2)CCCCC4)cc1	8	-5	-0.3	-6	13	1	3	4
COc1cccc(-c2nn(C)c3sc(C(=O)N4CCOCC4)cc23)c1	0	21	2.3	-3	10	15	-4	9
COc1ccc(OC)c(NC(=O)C2CCC(CNc3c(N4CCOCC4)c(=O)c3=O)CC2)c1 (centres undefined)	2	22	0.5	-1	13	1	-3	-4
COc1cccc(C(=O)N(Cc2ccc(N(C)C)cc2)C2CCS(=O)(=O)C2)c1 (centres undefined)	4	8	-1.2	-1	-35	-3	6	13
CC(=O)c1cnc2c(-c3ccc(Cl)cc3)cnn2c1C	-44	-90	5.5	3	-100	15	0	-21
COc1ccc(N2CCN(C(=O)COC(=O)/C=C/c3ccc(C(F)(F)F)cc3)CC2)cc1	20	-3	1.1	-4	20	-12	-1	6
COC(=O)CSC1=C(C#N)C(c2cccc(OC)c2)CC(=O)N1 (centres undefined)	-6	7	-3.1	-2	-10	-5	-4	-75
COc1ccc(S(=O)(=O)Nc2ccc3c(c2)C(=O)N([C@H](C)CO)C[C@H](C)[C@@H](CN(C)C(=O)Nc2ccc(C(F)(F)F)cc2)O3)cc1	-4	8	0.2	-2	7	21	-3	7
COc1ccc(C(=O)CSc2nnc(COc3ccccc3)n2Cc2ccco2)cc1	2	7	-3.3	-3	21	28	-5	15
COCCCn1c(=O)c2sccc2n2c(CCCC(=O)NCc3ccc(F)cc3)nnc12	5	4	4.2	-5	28	2	0	14
Cc1ccc(S(=O)(=O)NCCN2CCOCC2)c(C)c1C	-12	-8	0.6	-1	-1	-17	-1	12
O=C(CCNC(=O)c1ccc([N+](=O)[O-])cc1)Nc1ccccc1N1CCCC1	-4	18	0.2	-2	23	2	6	-18
COc1ccc2[nH]c(C)c(C(=O)CN3CC(C)OC(C)C3)c2c1 (centres undefined)	8	3	-2.5	2	-25	0	0	14
Cc1ccccc1OCCC(=O)OCC(=O)Nc1ccc(C(N)=O)cc1	10	14	0.5	0	7	3	-5	-5
O=C(CCN1C(=O)C2C3C=CC(C3)C2C1=O)Nc1ccccc1 (centres undefined)	-1	12	-1.2	-4	-9	2	-3	0
CCOC(=O)CSc1n[nH]c(NS(=O)(=O)c2ccccc2C(F)(F)F)n1	4	14	-0.6	0	10	3	-1	13
CCOc1cc(/C=N/NC(=O)c2cc3c(ccc4ccccc43)o2)ccc1O	-25	-5	0.3	-1	14	22	24	-40
O=C(CCC(=O)OCc1ccc(C(=O)Oc2ccc(Cl)cc2)cc1)Nc1ccccc1	-12	-22	3.8	-2	15	-12	-3	-1
More structures follow:
SMILES	Jurkat NFkB inh	697 NFkB inh	CHOP UPR activ	XBP1 UPR activ	Mdm2-MdmX inh	tim23-1 inh	APJ agonist	APJ antagonist
CS/C(=N\S(=O)(=O)c1cccs1)Nc1ccc(Br)cc1F	11	10	-0.5	-2	-27	32	-1	-9
O=C(CSc1ccccc1Cl)c1ccco1	-12	-20	-0.1	6	-9	17	2	12
N/C(=N/OCc1cccc([N+](=O)[O-])c1)c1nonc1N	10	-14	3.4	1	-6	5	-4	-1
CCO[C@@H]1OC(C(=O)NCc2ccccc2)=C[C@H](c2ccccc2)[C@H]1CCCO	0	14	0.2	-1	-16	1	-5	17
CC1(C)S/C(=N/N=C/c2ccco2)NC1=O	6	-25	0.1	0	4	8	-3	-2
Cn1c(CN2CCCC2)nc2cc(NC(=O)Nc3ccccc3)ccc21	-67	-61	3.0	4	-13	-3	-2	2
Cn1c(SCC(=O)NCc2ccc3c(c2)OCO3)nc2scc(-c3cccs3)c2c1=O	-7	-11	0.5	1	-20	-1	-4	0
CCOC(=O)N1CCN(Cc2nc(N)nc(Nc3ccc(C)cc3)n2)CC1	6	-10	-1.1	-2	10	7	-1	20
Cn1cc(C(=O)NC2CCCCCC2)c(=O)c2cc(S(=O)(=O)N3CCCC3)ccc21	-5	-8	1.5	-1	-25	8	2	-13
N#Cc1ccccc1NC(=O)C1CC(=O)N(c2ccc3c4c(cccc24)CC3)C1 (centres undefined)	16	7	0.7	-2	-24	18	-2	4
CSc1nc(-c2ccccc2)nc(N2CCN(C)CC2)c1C(C)=O	1	1	3.5	0	9	-12	0	-16
O=S(=O)(c1cccc2cccnc12)N1CCN(Cc2ccc3c(c2)OCO3)CC1	-11	11	-0.2	1	3	11	-2	8
CCOC(=O)Cc1csc(NC(=O)CN2CCOCC2)n1	-5	4	1.1	-5	8	-15	0	-6

Rows are unselected (roughly 5% active in at least one column).
